HePTP inh: human HePTP phosphatase inhibition; P35236; recombinant HePTP phosphatase activity, OD absorbance; inhibition, % at 20 µM; actives 0.64% (n = 110,000); AID 521; in the data active = inhibition above about 50%;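 also: plate controls were vehicle for no effect and reference inhibitor for full effect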
Target sequence (P35236 whole entry, looked up): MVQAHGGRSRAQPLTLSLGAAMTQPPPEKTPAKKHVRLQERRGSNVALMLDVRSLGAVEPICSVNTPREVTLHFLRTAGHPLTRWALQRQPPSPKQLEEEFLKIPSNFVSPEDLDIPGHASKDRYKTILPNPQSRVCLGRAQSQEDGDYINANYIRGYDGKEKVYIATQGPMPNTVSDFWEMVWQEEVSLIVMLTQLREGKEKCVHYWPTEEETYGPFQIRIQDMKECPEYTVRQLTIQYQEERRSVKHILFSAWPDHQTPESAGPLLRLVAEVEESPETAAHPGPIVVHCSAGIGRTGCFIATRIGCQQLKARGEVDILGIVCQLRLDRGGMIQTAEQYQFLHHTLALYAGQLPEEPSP
BAP1 inh: inhibitors of human BAP1 deubiquitinase. recombinant BAP1, Ub-AMC hydrolysis fluorescence kinetic; active compounds read low. Q92560. actives 0.48% (n = 72,000). activity remaining (% of control), % at 20 µM;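 active = activity remaining at or below 50% of control, provided the compound also passes the data quality filters; inactive = the rest, including low values that fail the filters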;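 also: 100% = DMSO wells rate and 0% = substrate alone blank rate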
Target sequence (Q92560 whole entry, looked up): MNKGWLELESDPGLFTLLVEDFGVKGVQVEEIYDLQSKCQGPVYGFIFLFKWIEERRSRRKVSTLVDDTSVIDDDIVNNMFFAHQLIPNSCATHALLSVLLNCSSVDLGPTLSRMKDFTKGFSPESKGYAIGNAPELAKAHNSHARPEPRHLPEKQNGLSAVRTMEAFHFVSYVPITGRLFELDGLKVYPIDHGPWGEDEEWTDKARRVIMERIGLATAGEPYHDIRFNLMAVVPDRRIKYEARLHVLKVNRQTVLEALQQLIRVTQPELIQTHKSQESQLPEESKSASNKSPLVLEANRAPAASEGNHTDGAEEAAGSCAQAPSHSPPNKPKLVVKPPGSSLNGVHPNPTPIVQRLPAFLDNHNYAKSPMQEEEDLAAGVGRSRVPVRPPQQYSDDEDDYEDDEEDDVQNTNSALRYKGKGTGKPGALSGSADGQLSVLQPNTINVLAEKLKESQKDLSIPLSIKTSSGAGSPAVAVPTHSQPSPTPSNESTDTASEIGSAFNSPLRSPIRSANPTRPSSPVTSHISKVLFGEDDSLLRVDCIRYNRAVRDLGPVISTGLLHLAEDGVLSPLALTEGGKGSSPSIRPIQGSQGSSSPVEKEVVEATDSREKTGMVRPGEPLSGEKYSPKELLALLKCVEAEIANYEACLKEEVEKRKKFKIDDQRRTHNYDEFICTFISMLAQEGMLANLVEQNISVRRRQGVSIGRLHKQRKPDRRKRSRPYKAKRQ
* marks the source's active call; other numbers are inactive results. Rows were taken by chance; about 0.95% have a hit in one of these screens.

Screening O=C1CC(c2ccccc2)CC2=C1C(c1c(F)cccc1Cl)Nc1ccccc1N2 (stereo not given) returned HePTP inh -3.
CCn1c2ccccc2c2nc3cc(S(=O)(=O)N4CCOCC4)ccc3nc21 was read as HePTP inh 4 and BAP1 inh 121.
`O=C(NC12CC3CC(CC(C3)C1)C2)c1ccccc1I` gave HePTP inh 7.
For O=C(Nc1cccc(-c2nc3ncccc3o2)c1)c1cc2ccccc2o1 the results were BAP1 inh 65.
CCOc1cc(S(=O)(=O)N2CCN(c3ccc(F)cc3)CC2)c(OCC)cc1-n1cnnn1 was read as HePTP inh -5 and BAP1 inh 69.
`CC1Cc2ccccc2N1C(=O)Cn1c(=O)oc2cc(S(=O)(=O)NC3CCCC3)ccc21` (stereo not given) gave HePTP inh 8 and BAP1 inh 95.
Screening CN(CC(=O)NC1CCCCCCC1)S(=O)(=O)c1cccc2cccnc12 returned HePTP inh 4 and BAP1 inh 95.
`COC(=O)c1c(NC(=O)CCc2ccccc2)sc2c1CCC(C)C2` (stereo not given) gave HePTP inh -4.
COc1cc(/C=C2/C(=O)NN(c3ccc(Cl)cc3)C2=O)ccc1O was read as HePTP inh 9.
Screening CCOC(=O)CSc1nnc(CCc2nc3ccccc3[nH]2)n1C returned HePTP inh 4 and BAP1 inh 104.
For CCCn1c(=O)c(C(=O)Nc2cccc(C)c2)c(O)c2ccccc21 the results were HePTP inh 1.
For CCC(C)c1ccc(NC(=O)C2C3C=CC(C3)C2C(=O)O)cc1 (stereo not given) the results were HePTP inh 0.
For CCC(c1nnnn1Cc1ccco1)N(Cc1ccccc1OC)Cc1cc2cc(C)ccc2[nH]c1=O (stereo not given) the results were HePTP inh 5.
`CN(C)c1ccc(C(=O)N2CC(=O)N(CCc3ccccc3)C(=O)C2)cc1` gave HePTP inh 4 and BAP1 inh 100.
CCC(C)(C)n1nnnc1C(c1ccc(OC)c(OC)c1)N1CCN(c2ccc(OC)cc2)CC1 (stereo not given) was read as HePTP inh -3 and BAP1 inh 91.
Screening COc1ccc(C(=O)Oc2ccc(C(=S)N3CCC(C)CC3)cc2OC)cc1 returned HePTP inh 9.
For CCSc1nnc(-c2ccc(S(=O)(=O)NCc3cccs3)cc2)o1 the results were HePTP inh 3 and BAP1 inh 89.
CC(C)OC(=O)CC12CN3CC(CC(=O)OC(C)C)(CN(C1)C(=O)c1ccccc1C3=O)C2=O was read as HePTP inh -11 and BAP1 inh 93.
`O=C(Nc1nc(-c2nc3ccccc3s2)cs1)c1ccc(S(=O)(=O)N2CCCCCC2)cc1` gave BAP1 inh 80.
Screening O=C(Nc1nc2nc(-c3ccccc3)cc(-c3ccccc3)n2n1)c1ccco1 returned HePTP inh 7 and BAP1 inh 199.

Grouped by structure: the entries above with an aryl thioether with sulfur outside any ring (2)
Screening CCOC(=O)CSc1nnc(CCc2nc3ccccc3[nH]2)n1C returned HePTP inh 4 and BAP1 inh 104.
For CCSc1nnc(-c2ccc(S(=O)(=O)NCc3cccs3)cc2)o1 the results were HePTP inh 3 and BAP1 inh 89.

Sorted by molar mass (rising): 3 of the compounds above
Screening O=C(Nc1nc2nc(-c3ccccc3)cc(-c3ccccc3)n2n1)c1ccco1 returned HePTP inh 7 and BAP1 inh 199.
For CCSc1nnc(-c2ccc(S(=O)(=O)NCc3cccs3)cc2)o1 the results were HePTP inh 3 and BAP1 inh 89.
CCC(C)(C)n1nnnc1C(c1ccc(OC)c(OC)c1)N1CCN(c2ccc(OC)cc2)CC1 (stereo not given) was read as HePTP inh -3 and BAP1 inh 91.

Further records.
O=C(NC1=NCCS1)c1cccc(NC(=O)c2ccco2)c1 was read as HePTP inh 8 and BAP1 inh 66.
Screening COc1ccc(OC)c(S(=O)(=O)Nc2c(F)cccc2F)c1 returned HePTP inh 3 and BAP1 inh 99.
O=C(Nc1c[nH]c(=O)[nH]c1=O)c1ccc(Cl)c(Cl)c1 was read as HePTP inh -7.
`C/C=C/COc1nc2c(c(=O)n(C)c(=O)n2C)n1C` gave HePTP inh 8 and BAP1 inh 83.
CCC(C)NC(=O)NS(=O)(=O)c1ccccc1Cl (stereo not given) was read as HePTP inh -4.
Screening CCOC(=O)C(NC(C)=O)C(O)c1cccc(N)c1 (stereo not given) returned BAP1 inh 98.
CCOC(=O)c1c(-c2ccccc2)oc2ccc(OCC(=O)N(CC)CC)cc12 was read as HePTP inh 3.
Screening CCN(CC)S(=O)(=O)c1cccc(-c2nnc(SCCCC(=O)c3ccc(F)cc3)o2)c1 returned HePTP inh 2 and BAP1 inh 124.
Screening Cc1ccc(-n2c(COc3cccc(C)c3)n[nH]c2=S)cc1 returned BAP1 inh 90.
Screening COCCN(CCOC)Cc1c(C)[nH]c2c(C)c(C)ccc2c1=O returned HePTP inh 7 and BAP1 inh 93.
`Cn1c(=O)cc(OCC(=O)NCc2cccnc2)c2ccccc21` gave HePTP inh -6 and BAP1 inh 99.
`N#C/C(=C\C=C\c1ccccc1)C(=O)NCC1CCCO1` (stereo not given) gave HePTP inh 3.
Screening O=C(Nc1sc2c(c1C(=O)Nc1ccc(Cl)cc1)CCCCC2)c1cccs1 returned BAP1 inh 127.
`COc1cccc(NC(=O)CSc2nnc(Cn3c(=O)sc4ccccc43)n2C)c1` gave HePTP inh -10 and BAP1 inh 91.
For Cc1ccc(Cl)cc1NS(=O)(=O)c1ccc(Cl)cc1 the results were HePTP inh 8.
Screening COc1ccc(OC)c(NC(=O)c2ccc(NC(C)=O)cc2)c1 returned HePTP inh -1 and BAP1 inh 81.
Screening CN(C(=O)CSc1nc(N)nn1-c1ccccc1)c1ccccc1 returned HePTP inh -4 and BAP1 inh 103.
Screening O=C(Nc1nc(-c2ccccc2)cs1)Nc1cccc2ccccc12 returned HePTP inh -8.
Screening O=C1NC(=O)/C(=C/c2ccc3c(c2)OCO3)S1 returned HePTP inh -7.
CCOC(=O)c1sc2nc(NC(=O)C3CC3)sc2c1C was read as HePTP inh 1 and BAP1 inh 88.
Cc1cc(C)n(-c2nc(SCC(=O)NCC3CCCO3)c3c4c(sc3n2)CCCC4)n1 (stereo not given) was read as HePTP inh 15 and BAP1 inh 102.
For O=C(Nc1nncs1)c1sc2ccccc2c1Cl the results were HePTP inh 12.
For Cc1nnc(Sc2nc3c(c(=O)n(C)c(=O)n3C)n2Cc2ccc(Cl)cc2)s1 the results were BAP1 inh 101.
Screening CCNS(=O)(=O)c1ccc(OCCNS(C)(=O)=O)cc1 returned HePTP inh 4 and BAP1 inh 85.
CCCc1cc(=O)[nH]c(Nc2cc(OC)ccc2OC)n1 was read as HePTP inh 7 and BAP1 inh 81.
Screening CCOC(=O)c1c(CN2CCOCC2)n(-c2ccccc2)c2ccc(O)cc12 returned HePTP inh 14 and BAP1 inh 52.
`O=S(=O)(NCCc1csc(-c2ccccc2)n1)c1ccc2c(c1)OCCO2` gave HePTP inh 5 and BAP1 inh 103.
Screening CC(OC(=O)c1cc2sccc2n1C)C(=O)NCC1CCCO1 (stereo not given) returned HePTP inh -1 and BAP1 inh 94.
`O=C(Oc1ccc(Cl)cc1)c1cccs1` gave HePTP inh -19.
`COC(=O)c1ccc(C(=O)OC)c(NC(=O)c2c(OC)cccc2OC)c1` gave HePTP inh -1.
Screening CCOCCCNC(=O)c1ccc2c(c1)OCO2 returned HePTP inh -2 and BAP1 inh 55.
COc1cccc(C(O)c2nc3ccccc3n2C(C)C)c1 (stereo not given) was read as HePTP inh -9.
`CCC1C(=O)N(c2nc(-c3ccc(I)cc3)cs2)N=C1C` (stereo not given) gave HePTP inh 0.
Screening N#Cc1nc(COc2ccccc2)oc1N1CCN(c2cccc(Cl)c2)CC1 returned HePTP inh -10 and BAP1 inh 69.
Cc1cccc(OCC(=O)NC(C)c2ccccc2)c1 (stereo not given) was read as HePTP inh 4.
O=C(NCc1ccco1)c1scc2c1OCCO2 was read as HePTP inh 12 and BAP1 inh 110.
For O=C(Nc1scc(-c2ccccc2)c1C(=O)O)c1ccco1 the results were HePTP inh 10 and BAP1 inh 85.
Screening O=c1[nH]c(-c2ccccc2)c(-c2ccccc2)[nH]1 returned HePTP inh 10.
Screening N/C(=N\OC(=O)c1ccc(Br)cc1)c1ccccn1 returned HePTP inh -6.
For COc1cc(-c2nc3sc4c(c3c(=O)[nH]2)CCCC4)ccc1OCC(=O)O the results were HePTP inh 23.
Screening CCOC(=O)C1=C(O)/C(=C/c2ccco2)SC1=Nc1ccc([N+](=O)[O-])cc1 returned HePTP inh 3.
O=C(Oc1ccc(/C=N/NC(=O)C2COc3ccccc3O2)cc1)c1cccnc1 (stereo not given) was read as HePTP inh -13.
For CCOc1cc(OCC)cc(C(=O)Nc2cc([N+](=O)[O-])ccc2Cl)c1 the results were HePTP inh -10.
`CSc1ccc(S(=O)(=O)N(CC(=O)NC2CCCCC2)c2ccc(C)cc2)cc1` gave HePTP inh 1.
For COC(=O)c1ccc(COc2nc(C)cc(C)c2C#N)o1 the results were HePTP inh 2 and BAP1 inh 118.
CCCOc1ccc(/C=N/Nc2nc(C)cc(-c3ccccc3)n2)c(O)c1 was read as HePTP inh 3.
For CCOC(=O)c1ccc(NC(=O)CCN2C(=O)S/C(=C\c3ccccc3OC)C2=O)cc1 the results were HePTP inh -21.
`CN1C(=O)/C(=C/c2ccc(-c3ccc([N+](=O)[O-])cc3)o2)SC1=S` gave HePTP inh 11.
For CCCOc1cccc(-c2nc3ccc(Cl)cc3c(=O)o2)c1 the results were HePTP inh -1.
For O=C(CSc1nnc(-c2cccnc2)o1)OC1CCCCC1 the results were HePTP inh 14 and BAP1 inh 97.
For CC1=C(C#N)c2nc(N)c(C#N)c(C)c2/C1=C/c1ccc(-c2ccc([N+](=O)[O-])cc2)o1 the results were HePTP inh -14.
`O=C(O)c1cc(CN2CCOCC2)oc1-c1ccccc1` gave HePTP inh 3 and BAP1 inh 107.
Screening Cc1ccc(C)c(NC(=O)C(CC(=O)O)Cc2ccccc2)c1 (stereo not given) returned BAP1 inh 85.
Screening Cc1cc(-c2ccco2)c(C#N)c2nc3ccccc3n12 returned HePTP inh 3.
Nc1ccn([C@H]2CC[C@@H](CO)O2)c(=O)n1 was read as BAP1 inh 92.
CCOc1cc(C(=O)Nc2ccc(Br)cc2F)cc(OCC)c1OCC was read as HePTP inh -7.
`COc1ccc(C(=O)O)cc1S(=O)(=O)Nc1cccc(C(F)(F)F)c1` gave HePTP inh 2 and BAP1 inh 92.
Screening CC1S/C(=N/N=C/c2cccc(Br)c2)NC1=O (stereo not given) returned HePTP inh 5.
For CCc1[nH]nc2c1C1(CCOC1C)C(C#N)=C(N)O2 (stereo not given) the results were HePTP inh 0 and BAP1 inh 99.
`C/C(=C1\SC(N2CCOCC2)=NC1=O)c1ccc(C)cc1` gave HePTP inh -13 and BAP1 inh 94.
Screening CCOC(=O)Cc1csc(NC(=O)c2cccc(F)c2)n1 returned HePTP inh 5.
Screening CC(=O)Nc1cccc(/C(C)=N/N=C2/NC(=O)C(CC(=O)Nc3ccc(Cl)cc3Cl)S2)c1 (stereo not given) returned HePTP inh -1.
For COc1ccc(CCNc2nc(=O)[nH]nc2C)cc1OC the results were HePTP inh 6 and BAP1 inh 103.
Screening CCOC(=O)c1c(NC(=O)Cc2cccs2)sc(C(=O)N2CCCCC2)c1C returned HePTP inh 8 and BAP1 inh 114.
`Cc1cc(N2CCCC2)ccc1/C=N/n1cnnc1` gave HePTP inh 0.
For CC(C)n1c(Sc2nccn2C)nc2c1c(=O)n(C)c(=O)n2C the results were HePTP inh -3 and BAP1 inh 101.
For CCOC(=O)c1nn2c(C(F)(F)F)cc(-c3ccc(Br)cc3)nc2c1Cl the results were BAP1 inh 69.
Screening COc1ccccc1OCCOc1ccc(Br)cc1/C=C1/SC(=S)N(C)C1=O returned HePTP inh 2.
`COc1ccc(C(=O)Nc2ccc(S(N)(=O)=O)cc2)cc1[N+](=O)[O-]` gave HePTP inh -12.
Screening Cc1cc(=O)n2[nH]c(-c3ccc(F)cc3)cc2n1 returned HePTP inh 5 and BAP1 inh 89.

Fetched by compound from the entries so far, 7 records:
`Cc1cc(N2CCCC2)ccc1/C=N/n1cnnc1` gave HePTP inh 0.
For COc1ccc(CCNc2nc(=O)[nH]nc2C)cc1OC the results were HePTP inh 6 and BAP1 inh 103.
For CC(C)n1c(Sc2nccn2C)nc2c1c(=O)n(C)c(=O)n2C the results were HePTP inh -3 and BAP1 inh 101.
Screening CC(=O)Nc1cccc(/C(C)=N/N=C2/NC(=O)C(CC(=O)Nc3ccc(Cl)cc3Cl)S2)c1 (stereo not given) returned HePTP inh -1.
Screening COc1ccccc1OCCOc1ccc(Br)cc1/C=C1/SC(=S)N(C)C1=O returned HePTP inh 2.
`COc1ccc(C(=O)Nc2ccc(S(N)(=O)=O)cc2)cc1[N+](=O)[O-]` gave HePTP inh -12.
Screening Cc1cc(=O)n2[nH]c(-c3ccc(F)cc3)cc2n1 returned HePTP inh 5 and BAP1 inh 89.

Among those listed so far, these have bromine:
Screening N/C(=N\OC(=O)c1ccc(Br)cc1)c1ccccn1 returned HePTP inh -6.
CCOc1cc(C(=O)Nc2ccc(Br)cc2F)cc(OCC)c1OCC was read as HePTP inh -7.
Screening CC1S/C(=N/N=C/c2cccc(Br)c2)NC1=O (stereo not given) returned HePTP inh 5.
For CCOC(=O)c1nn2c(C(F)(F)F)cc(-c3ccc(Br)cc3)nc2c1Cl the results were BAP1 inh 69.
Screening COc1ccccc1OCCOc1ccc(Br)cc1/C=C1/SC(=S)N(C)C1=O returned HePTP inh 2.

Next section
Screening COc1ccc(Cl)cc1C(=O)N1CCC(Cc2ccccc2)CC1 returned BAP1 inh 72.
CC1(C)C(C#N)=C(N)OC2=C1C(=O)CCC2 was read as HePTP inh 8.
Screening O=C(/C=C/c1cccc([N+](=O)[O-])c1)NCCCn1ccnc1 returned HePTP inh -8.
For CCOC(=O)c1nnn(-c2nonc2N)c1CNc1ccccc1 the results were HePTP inh 2 and BAP1 inh 103.

Screens from PubChem.
